High-throughput results as filed in PubChem.
KLK5 inh = inhibitors of human kallikrein 5; Q9Y337; recombinant hK5, fluorogenic AMC substrate cleavage; 210,000 compounds, 0.59% hits; inhibition, % at 5 µM;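 active = inhibition of 40% or more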;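 note: 0% = enzyme controls without compound and 100% = no-enzyme blanks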
eIF4E-4G inh = inhibitors of eIF4E and eIF4G interaction in translation initiation; TR-FRET eIF4E-eIF4GI(517-606) binding, 2 h; P63073+Q04637; inhibition, % at 21.7 µM; 220,000 compounds, 0.37% hits;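 active = inhibition above about 30%, limit read from the data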;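 note: 0% = full FRET control wells and 100% = background wells lacking eIF4GI fragment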
FXIIa inh = inhibitors of human coagulation factor XIIa; purified FXIIa, Boc-QGR-AMC fluorogenic substrate, 2 h; 220,000 compounds, 0.3% hits; AID 800; inhibition, % at 5 µM; in the data active = inhibition above about 40%;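 note: 0% = enzyme with no compound and 100% = blank without enzyme; many of its hits are not listed in these tables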
FXIa inh 1536 = factor XIa (human) inhibition | P03951 | purified FXIa, Boc-Glu-Ala-Arg-AMC fluorogenic substrate | inhibition, % at 5 µM | 220,000 compounds, 0.14% hits | AID 798;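 active = inhibition of at least 40%; inactive = inhibition below 40%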;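 note: fluorescence of freed AMC excited at 355 nm; 0% = enzyme without compound and 100% = no enzyme blank; many of its hits are not listed in these tables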
Wee1 stabilizer = human Wee1 degradation inhibition, primary screen; HeLa Luc-Wee1K328M stability, luciferase luminescence; 100% = proteasome inhibitor MG132 effect; AID 1321; reporter increase, % at 5 µM; 220,000 compounds, 1.2% hits; P30291;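 active = activation above the mean of all tested compounds plus 3 SD, set per screening run, cut at about 8.8% in these data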;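 note: cells exposed to compound for 20 h before luminescence read; 0% = DMSO alone and 100% = MG132 at 30 µM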
Target sequence (P30291 whole entry K328M): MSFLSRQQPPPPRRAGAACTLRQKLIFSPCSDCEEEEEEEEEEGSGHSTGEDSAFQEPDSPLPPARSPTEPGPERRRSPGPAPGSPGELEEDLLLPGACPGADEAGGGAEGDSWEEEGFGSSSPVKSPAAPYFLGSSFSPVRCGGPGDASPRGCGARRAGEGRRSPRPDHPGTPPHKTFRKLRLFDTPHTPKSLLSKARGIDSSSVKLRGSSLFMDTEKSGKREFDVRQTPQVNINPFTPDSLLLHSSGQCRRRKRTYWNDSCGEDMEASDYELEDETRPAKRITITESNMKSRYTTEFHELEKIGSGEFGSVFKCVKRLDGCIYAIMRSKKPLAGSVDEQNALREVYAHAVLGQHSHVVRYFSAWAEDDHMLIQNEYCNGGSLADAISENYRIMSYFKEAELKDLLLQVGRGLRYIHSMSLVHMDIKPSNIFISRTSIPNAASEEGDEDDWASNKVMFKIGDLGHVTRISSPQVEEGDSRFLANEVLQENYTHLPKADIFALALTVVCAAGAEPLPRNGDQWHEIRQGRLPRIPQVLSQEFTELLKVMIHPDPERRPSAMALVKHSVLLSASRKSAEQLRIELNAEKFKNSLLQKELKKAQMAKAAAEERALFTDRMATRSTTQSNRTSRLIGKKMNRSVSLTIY
p97 ATPase inh = blocks human p97 ATPase activity | P55072 | recombinant p97 ATPase, Kinase-Glo ATP luminescence, 3 h | inhibition, % at 8 µM | 220,000 compounds, 0.42% hits; in the data active = inhibition above about 15%;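 note: 0% = DMSO vehicle and 100% = wells lacking enzyme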
Rad51 HR inh = blocks human Rad51 in homologous recombination | inhibition, % at 10 µM | hRad51 DNA strand exchange, fluorescence dequenching | 200,000 compounds, 0.085% hits | Q06609 | AID 1385;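 active = inhibition above 40% at the single screening dose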;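 note: 0% = DMSO control wells and 100% = blanks with heterologous ssDNA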
Target sequence (Q06609 whole entry, looked up): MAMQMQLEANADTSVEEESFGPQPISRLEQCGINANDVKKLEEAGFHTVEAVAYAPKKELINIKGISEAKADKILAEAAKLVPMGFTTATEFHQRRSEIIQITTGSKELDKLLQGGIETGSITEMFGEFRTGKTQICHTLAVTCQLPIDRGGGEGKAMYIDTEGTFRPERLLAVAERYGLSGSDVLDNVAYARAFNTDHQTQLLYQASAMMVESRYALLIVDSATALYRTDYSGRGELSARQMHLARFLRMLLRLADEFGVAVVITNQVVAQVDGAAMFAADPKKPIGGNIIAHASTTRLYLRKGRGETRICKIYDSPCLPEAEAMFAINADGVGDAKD
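material = hRad51 filaments on single-stranded DNA | timing = filaments 15 min 37 °C, then compound 30 min | signal = FRET fluorescence dequenching, excitation 485 nm, emission 520 nm | benchmarks = control wells and blank wells on each plate | evaluation = percent inhibition relative to plate controls and blanks | compound = 10 µM final, single point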
Mdm2 ligase inh = inhibitors of human Mdm2 E3 ubiquitin ligase; signal enhancement, % at 5 µM; 210,000 compounds, 0.11% hits; Q00987; cell-based MDM2 ubiquitination luciferase reporter, 2 h; 0 = plate control, 100 = twice control, blank-subtracted;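 active = signal enhancement of 30% or more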;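 note: luminescence tracks abundance of the self-degrading MDM2-luciferase fusion protein; higher signal means inhibition of MDM2 E3 ligase activity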
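Test system: stable mammalian line carrying autodegrading MDM2–luciferase fusion reporter; quantity: 2000 cells in each well; times: 4 h cell settling then 2 h compound exposure, 37 °C; detection: luminescence with SteadyLite reagent, 15 min at room temperature; evaluation: percent signal gain over controls, blank-subtracted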
14-3-3 Bad inh = disrupts binding of bovine 14-3-3 zeta to phospho-Bad peptide; TR-FRET 14-3-3zeta/Dy647-pBad peptide displacement, 1 h; inhibition, % at 21.7 µM; 220,000 compounds, 0.71% hits;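 active = inhibition above about 70%, limit read from the data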;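 note: 0% = full 14-3-3 plus peptide FRET controls and 100% = background without 14-3-3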
* marks the source's active call; other numbers are inactive results; / = no result given; [ ] = remark or other dose.

SMILES	KLK5 inh	eIF4E-4G inh	FXIIa inh	FXIa inh 1536	Wee1 stabilizer	p97 ATPase inh	Rad51 HR inh	Mdm2 ligase inh	14-3-3 Bad inh
COc1ccc2c(c1)[nH]c1c(=O)n(/N=C/c3ccc(OC)c(CN4CCCC4)c3)cnc12	-6	1	8	-4	-1	6	/	-11	16
O=C(NCCn1cc(SCC(=O)N2CCOCC2)c2ccccc21)c1c(F)cccc1F	15	-4	5	-2	2	3	-12	-12	-8
CCOc1ccc(C(=O)N2CCN(c3cccc(C)c3C)CC2)cc1	1	-2	3	0	1	-10	-2	-3	-2
CS(=O)(=O)N(CC(=O)NCC1CCCO1)c1cccc(Cl)c1 (stereo not drawn)	-2	-4	5	-2	2	1	/	-6	-8
Nc1ncn(C23CC4CC(CC(C4)C2)C3)n1	1	2[fluorescence artefact?]	14	0	-2	-7	-8	3	4
O=C(CN1CCCCCC1)Nc1ccc(Br)cc1	3	4[fluorescence artefact?]	15	-3	-1	0	-8	-10	7[fluorescence artefact?]
O=C(C1=C[C@@H](C2CC2)C[C@@H](OCCCCO)O1)N1CCOCC1	-2	1	5	-3	-2	0	0	/	-10
O=C(N/N=C(/c1ccccc1)c1ccncc1)c1ccc2c(c1)OCO2	-11	-5	5	0	-4	4	/	2	5
CC1CCN(c2ccc(C(=O)NCCc3ccccc3)cn2)CC1	-6	-4[fluorescence artefact?]	-1	4	0	3	-5	-3	-7
Cc1ccc(O)c(C(=O)c2cnc3c(c2)c(C)nn3-c2ccccc2)c1	-16	-3	6	0	-1	2	-7	-11	-10
COc1cc([N+](=O)[O-])ccc1NC(=S)NCc1ccccn1	-10	5	7	6	-2	0	-4	-10	-16[fluorescence artefact?]
S=C(NCc1ccccc1)NCc1ccccc1	-8	-5	11	0	0	5	-6	-36	-5
CCC(=O)Nc1cccc(C(=O)/C=C/c2ccccc2)c1	-11	11	10	4	7	3	2	-12	-10
CCc1ccccc1NC(=O)CN(C)C(=O)Cn1cc(C(F)(F)F)cc(Cl)c1=O	-10	5	-3	-6	0	0	0	-14	0
COc1cccc(C(=O)NNC(=O)CCC(=O)O)c1	-8	-1	-1	-8	0	0	7	/	-5
O=C(COC(=O)/C=C/c1ccc2c(c1)OCO2)Nc1ccccc1	5	-3	10	1	-1	6	-2	-3	2
COC(=O)CC1COc2ccccc2N1C(=O)c1ccc(OC)cc1 (stereo not drawn)	5	-3[fluorescence artefact?]	4	7	3	-2	-11	-6	-5
CCN(CC)S(=O)(=O)c1ccc(NC(=O)c2ccc(Sc3nncn3C)c([N+](=O)[O-])c2)cc1	-9	-2[fluorescence artefact?]	5	3	2	2	-4	-7	-4[fluorescence artefact?]
Cc1ccnc(N2CCC(C(=O)NNC(=O)c3ccccc3)CC2)n1	3	1	12	-23	0	4	-5	-9	16
CCN(CC)c1ccc(NC(=O)CN2C(=O)CSc3ncccc32)c(C)c1	2	-1	14	1	-2	2	-4	-5	-1[fluorescence artefact?]
C/C(CC(=O)Nc1ccc(N(C)C)cc1)=N\NC(=O)Cc1csc(N)n1	-19	9[fluorescence artefact?]	15	8	1	-1	-1	-11	-19[fluorescence artefact?]
CCOC(=O)c1ccc(NC(=O)c2nc[nH]c2C(=O)N[C@@H](Cc2ccccc2)C(=O)OC(C)(C)C)cc1	-5	-4	3	-1	/	/	6	-4	-17
c1ccc(CNc2ncnc3ccccc23)cc1	-8	-19[fluorescence artefact?]	-5	8	2	6	-7	-11	68[fluorescence artefact?]
c1ccc(-c2nccc(-c3ccc(-n4cnc5ccccc54)cc3)n2)cc1	19	-4	10	-1	-2	-7	/	-7	96*
Clc1ccc(COn2c(-c3ccc(Cl)cc3Cl)nc3ncccc32)cc1	12	3	-2	3	-2	-9	-2	-6	7
Cc1nn(-c2ccccn2)c(C)c1Oc1ccccc1O	3	2	5	2	-2	1	3	-7	15
COc1ccc(NS(=O)(=O)c2ccc(Cl)c(NC(=O)c3cccnc3Cl)c2)cc1	0	-2	2	1	5	8	-17	-48	2
O=C(NC1CCCC1)C(c1cccnc1)N(C(=O)c1csnn1)C1CC1 (stereo not drawn)	-2	4	-7	-9	-1	9	-1	-7	0
COc1ccc(S(=O)(=O)N2CC(O)CC2C(=O)OCc2nc3sc(C)c(C)c3c(=O)[nH]2)cc1 (stereo not drawn)	-9	0	14	9	3	4	/	1	11
CCSc1nc(-c2ccccc2)nc2c1CCCC2	-4	0	2	-5	-3	4	1	4	-8
Cc1c(Cl)cnc(NC(=O)COC(=O)c2cc3c(s2)CCC(C)C3)c1Cl (stereo not drawn)	-7	1[fluorescence artefact?]	2	-5	-3	0	-7	-13	-3[fluorescence artefact?]
O=C(c1ccccc1)[C@@H]1[C@@H]2C(=O)N(c3ccc(F)cc3)C(=O)[C@@H]2C2CCCN21 (stereo partly drawn)	-6	0	3	-1	0	7	-17	-5	-4
CCS(=O)(=O)N1CCc2cc(OC)c(OC)cc2C1	7	-3	29	12	0	2	-2	-20	-18
O=[N+]([O-])c1cccc(/C=C/c2nc(C=Nc3ccccc3)c(O)o2)c1	-1	-62	18	4	0	-1	-16	-13	5
Cc1cc(C)c(S(=O)(=O)c2ccccc2C)c(N(C)C)n1	-11	2	10	4	-2	-1	12	-6	-6
CN1CCC(N(C)C(=S)NCCc2ccccc2)CC1	4	-1	10	2	2	5	0	8	-6
CCOC(=O)C1(CCOc2ccccc2)CCN(CCCn2cccn2)CC1	/	-1	10	4	1	-1	21	-13	-15
Cc1nn(-c2ccccc2)c(Cl)c1/C=C/C(=O)c1ccc(O)cc1	-9	3	0	6	0	4	8	-12	7
COc1cccc(/C=N\NC(=O)Cn2nnc3ccccc32)c1O	-9	3	9	-3	-3	4	-5	0	-11
O=C(NNS(=O)(=O)c1ccccc1[N+](=O)[O-])c1ccccc1Cl	4	1	10	0	2	-6	-5	-15	13
CN(C)c1cc(NC(=O)CNC(C)(C)C)c2ccccc2n1	1	-1	9	2	0	4	16	7	6
Cc1cc(C)c2c3c(oc2n1)C(=O)N(c1cccc(Cl)c1)CC(=O)N3	0	2	3	-1	2	5	10	-6	4
c1ccc(CCn2cnc3ccccc32)cc1	0	1	6	2	2	0	/	-4	-15
CCOc1cc(/C=C2\C(=O)ON=C2C)ccc1OCc1ccccc1	-7	6	7	5	18*	3	-24	2	-3
Cc1ccc(Cl)cc1N1CCN(C(=O)C2CCN(c3nnc(-n4cccc4)s3)CC2)CC1	-1	-2	16	-2	-4	2	-6	-17	2
O=c1cc(CSc2nnc3ccccn23)c2c(ccc3ccccc32)o1	-16	3	4	3	-2	8	/	2	-15
Cc1ccc(/C=C(\NC(=O)c2ccccc2)C(=O)NCC2CCCO2)o1 (stereo not drawn)	-8	0	1	-5	-1	3	-3	-47	-3
Cc1[nH]c(=O)[nH]c(=O)c1NC(=O)CSc1ncccc1-c1nc2ccccc2[nH]1	8	-1	26	10	0	5	-7	-10	-8

Four entries drawn at random from the list so far, as already listed:
SMILES	KLK5 inh	eIF4E-4G inh	FXIIa inh	FXIa inh 1536	Wee1 stabilizer	p97 ATPase inh	Rad51 HR inh	Mdm2 ligase inh	14-3-3 Bad inh
Cc1[nH]c(=O)[nH]c(=O)c1NC(=O)CSc1ncccc1-c1nc2ccccc2[nH]1	8	-1	26	10	0	5	-7	-10	-8
Cc1nn(-c2ccccc2)c(Cl)c1/C=C/C(=O)c1ccc(O)cc1	-9	3	0	6	0	4	8	-12	7
Cc1cc(C)c2c3c(oc2n1)C(=O)N(c1cccc(Cl)c1)CC(=O)N3	0	2	3	-1	2	5	10	-6	4
Cc1ccc(Cl)cc1N1CCN(C(=O)C2CCN(c3nnc(-n4cccc4)s3)CC2)CC1	-1	-2	16	-2	-4	2	-6	-17	2

The listing continues.
SMILES	KLK5 inh	eIF4E-4G inh	FXIIa inh	FXIa inh 1536	Wee1 stabilizer	p97 ATPase inh	Rad51 HR inh	Mdm2 ligase inh	14-3-3 Bad inh
O=C1OC(c2ccc3c(c2)OCO3)N(C(=O)c2ccc(Cl)c(Cl)c2)c2ccccc21 (stereo not drawn)	5	7	7	-25	2	4	-5	-16	3
CCc1nnc(NS(=O)(=O)c2ccc(NC(=S)NC(=O)c3ccccc3)cc2)s1	-19	3[fluorescence artefact?]	9	9	5	0	-5	-1	-2
Cc1nn(C)c(C)c1/C=C(/C(=O)C(C)C)n1cncn1	40*	0	25	42*	-1	13	/	-7	-3
Cc1ccc(-c2nc(N)n(C(=O)c3cccs3)n2)cc1	-13	0	2	-4	-2	3	8	-13	4
O=C(Cn1c(-c2ccccc2)c[n+]2ccsc12)c1ccccc1	-8	0	3	10	5	2	4	-22	-13
Cc1ccc(-c2noc(CCC(=O)N3CCN(c4cccc(C(F)(F)F)c4)CC3)n2)cc1	-1	3	-34	-17	1	-4	-6	6	3[fluorescence artefact?]
FC(F)(F)c1cc(C(F)(F)F)c2ccc(N/N=C/c3cccc(Cl)c3)nc2n1	-11	-1	13	2	0	-1	-19	6	5
CCCn1c(SCC(=O)NCc2ccccc2)n[nH]c1=O	-2	-2	11	-4	-1	-1	7	-8	2
O=C(O)CSc1nnc(-c2ccncc2)n1CCc1ccccc1	-8	/	4	0	2	-7	-5	7	/
O=C(Nc1nnc(SCC(=O)N2CCCc3ccccc32)s1)c1ccc2ccccc2c1	0	2	8	6	3	-3	3	-18	-2
Cc1cc(C)c(CN2CCCC(CNC(=O)c3ccc(F)cc3)C2)c(-n2cccn2)c1 (stereo not drawn)	/	2	10	5	1	-1	-6	-5	-13
c1ccc2c(c1)oc1c(NCC3CCCO3)ncnc12 (stereo not drawn)	-12	9	9	0	-2	1	5	-13	48[fluorescence artefact?]
CCN(CC)C(=O)CSc1nc2[nH]ncc2c(=O)[nH]1	-12	-4	3	-4	-3	2	-16	-6	-25
Cc1cccc(CS(=O)(=O)Cc2ccc(C(=O)NCc3ccco3)o2)c1	0	-1	-1	4	-2	4	/	12	-5
CC(C)=CC(=O)OCC(=O)Nc1ccc(SC(F)F)cc1	-10	2	-2	-4	-2	2	-7	-17	-2
Cc1ccc(SCc2cc(=O)[nH]c(Nc3nc(C)c4cccc(C)c4n3)n2)cc1	5	0	14	3	-1	-3	2	-8	6
CC1C/C(=N\NC(=O)c2ccc(NS(=O)(=O)c3ccc(Br)cc3)cc2)CC(C)(C)C1 (stereo not drawn)	-6	-2	11	10	2	4	/	-16	-6
O=c1nc(N/N=C/c2ccccn2)cn[nH]1	-88	1	7	-1	-1	4	24	1	-13
COc1ccc(/C=N\n2nnc3ccccc32)cc1	-1	-2	10	2	-1	2	/	0	6
O=C(O)C1C2C=CC(O2)C1C(=O)NCc1ccc(Cl)cc1 (stereo not drawn)	-4	1	-9	-14	-2	1	-2	-14	2[fluorescence artefact?]
CCc1nc2ccc(C(=O)NCc3ccco3)cc2nc1CC	4	/	7	-4	0	-6	-7	-2	/
CCOC(=O)c1sc(-c2ccc(C)cc2)c(C#N)c1C	-11	-4[fluorescence artefact?]	13	2	-2	-3	-1	4	4
Cc1cc(=O)[nH]c(N/N=C/c2ccc(N(C)C)cc2)n1	3	2	3	-2	-1	4	0	3	-15
O=C1C2CC=CCC2C(=O)N1Cc1ccccc1 (stereo not drawn)	-3	-2	26	24	0	1	5	-9	-1
O=C(Nc1ccccc1-c1ccccc1)c1ccc(Cl)c([N+](=O)[O-])c1	-3	12	11	5	-1	0	33	-2	12
CCOc1cc(NC(=O)c2ccccn2)c(OCC)cc1NC(=O)c1ccc(C)cc1	-3	1	2	-3	-1	7	-29	-10	1
